Screening results: PubChem BioAssay, National Center for Advancing Translational Sciences (NCATS)
EPAC2 antagonist = EPAC2 (human) antagonism | AID 720708 | 360,000 compounds, 0.18% hits | Potency, µM (top dose mostly 114 µM), for the others: at the highest dose activity, negative = inhibition, hits mostly inhibitors | Q8WZA2 | EPAC2 GEF exchange of Rap1B-BODIPY-GDP, fluorescence; also: potency is read from the fitted curve at half-maximal effect; % is scaled to controls: 0 for no effect and ±100 for the full control effect; nearly all actives have a fitted effect of over 45% in size; many of its hits are not listed in these tables
Target sequence (Q8WZA2 whole entry, looked up): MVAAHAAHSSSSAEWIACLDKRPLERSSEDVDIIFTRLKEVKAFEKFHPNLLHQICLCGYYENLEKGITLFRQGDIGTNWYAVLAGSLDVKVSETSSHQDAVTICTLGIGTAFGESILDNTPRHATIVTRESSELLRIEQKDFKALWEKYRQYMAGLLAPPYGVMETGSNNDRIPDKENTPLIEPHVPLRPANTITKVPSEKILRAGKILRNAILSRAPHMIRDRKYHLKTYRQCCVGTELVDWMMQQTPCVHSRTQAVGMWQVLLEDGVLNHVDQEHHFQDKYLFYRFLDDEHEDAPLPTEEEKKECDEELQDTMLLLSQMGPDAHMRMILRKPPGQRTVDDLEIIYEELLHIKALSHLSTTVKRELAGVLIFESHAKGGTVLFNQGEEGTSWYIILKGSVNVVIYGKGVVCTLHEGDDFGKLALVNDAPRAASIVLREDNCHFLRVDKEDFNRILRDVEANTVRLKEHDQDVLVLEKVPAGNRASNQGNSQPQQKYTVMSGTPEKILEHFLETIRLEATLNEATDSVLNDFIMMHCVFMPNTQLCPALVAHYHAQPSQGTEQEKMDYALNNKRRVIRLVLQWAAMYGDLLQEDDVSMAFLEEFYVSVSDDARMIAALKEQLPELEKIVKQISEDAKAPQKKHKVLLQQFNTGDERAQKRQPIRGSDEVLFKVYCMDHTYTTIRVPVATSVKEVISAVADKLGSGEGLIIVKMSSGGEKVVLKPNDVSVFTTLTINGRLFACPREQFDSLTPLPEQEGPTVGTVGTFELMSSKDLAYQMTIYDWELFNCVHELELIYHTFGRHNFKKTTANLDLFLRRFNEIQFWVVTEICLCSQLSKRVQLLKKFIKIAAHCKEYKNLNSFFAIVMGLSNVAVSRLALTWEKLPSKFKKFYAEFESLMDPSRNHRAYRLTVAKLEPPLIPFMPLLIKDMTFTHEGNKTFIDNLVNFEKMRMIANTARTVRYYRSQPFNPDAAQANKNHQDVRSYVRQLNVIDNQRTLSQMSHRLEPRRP
Nrf2 inh = Nrf2 pathway inhibition. A549 ARE-Fluc reporter, luciferase luminescence, 18-24 h. Potency, µM (top dose mostly 46 µM), for the others: at the highest dose activity change, negative = inhibition, most hits filed as inhibitors. 360,000 compounds, 2.1% hits; also: potency is read from the fitted curve at half-maximal effect; % is scaled to controls: 0 for no effect and ±100 for the full control effect; nearly all actives have a fitted effect of over 60% in size
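Nrf2 activity is the BugLite luminescence, read 15 min after reagent at room temperature, following CellTiter-Fluor cytotoxicity readout (30 min, 37C). Compound titrations were applied for 18-24 h to 5000 A549 ARE_Fluc cells/well in 5% FBS OPTI-MEM.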
EPAC2 ag = activates human EPAC2 exchange factor; EPAC2 activation, biochemical qHTS; response scale: 100% = 6.5 mM cAMP response; Potency, µM (series often up to 154 µM), for the others: at the highest dose activation, hits mostly activators; 360,000 compounds, 0.079% hits; also: potency is read from the fitted curve at half-maximal effect; nearly all actives have a fitted effect of over 50% in size
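Compounds were titrated in qHTS against a Rap1B-BODIPY-GDP (250 nM) complex with EPAC2 (100 nM) and GDP (50 uM). BODIPY-GDP release tracked at 480/540 nm over 30 min at room temperature, normalized to 6.5 mM cAMP.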
CCT modulator = modulators of cytosolic chaperonin (CCT/TRiC) activity. purified chaperonin ATPase assay, HTRF ADP detection, 30 min. 360,000 compounds, 0.3% hits. activity change, % (no concentration beside the values), hits read low; in the data active = activity change below about -30%; also: % is scaled to controls: 0 for no effect and ±100 for the full control effect
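Nucleotide hydrolysis assay: TRiC at 20–40 nM final (set by batch activity) with 10 uM ATP, 30 min at 37 °C, in presence of 76 uM compound. Detection by competitive ADP HTRF, 30 min ambient.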
Mm-Cpn inhibitor = inhibitors of Methanococcus maripaludis chaperonin (MmCpn); purified Mm-Cpn ATPase, ADP Transcreener TR-FRET; Potency, µM (titrated, usually from 76.9 µM), without a hit: at the highest dose activity, negative = inhibition, actives largely listed as inhibitors; 330,000 compounds, 0.031% hits; also: potency is read from the fitted curve at half-maximal effect; % is scaled to controls: 0 for no effect and ±100 for the full control effect; nearly all actives have a fitted effect of over 80% in size
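25 nM Mm-CPN + cpd, 10 min 37°C; + 10 uM ATP, 30 min 37°C; buffer 30 mM Tris pH 7.4, 100 mM KCl, 5 mM MgCl2, 1 mM DTT; Transcreener ADP HTRF detection 30 min RT.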
pAkt inh = inhibitors of Akt phosphorylation; 360,000 compounds, 0.32% hits; Neuro2A IGF-stimulated pAkt S473 HTRF, 20 min; hits give low values; activity change, % for hits at 50 µM; in the data active = activity change below about -80%; inconclusive = mostly about -51% to -80%; also: % is scaled to controls: 0 for no effect and ±100 for the full control effect
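Single-point screen (50 µM final compound) in Neuro2A cells stimulated 20 min with 6 nM IGF at 37 deg C. After lysis, Ser473-phosphorylated Akt read by HTRF (ex 330 nm, em 615/665 nm) as the 665/615 ratio.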
Nrf2 activator = activates Nrf2 signaling; AREc32 ARE-luciferase reporter (MCF7-derived line), luminescence, 24 h; Potency, µM (titrated, usually from 46.1 µM), for inactives: at the top dose activation, actives largely listed as activators; 410,000 compounds, 0.31% hits; AID 624171; also: potency is read from the fitted curve at half-maximal effect; % of control where 0% means no effect; nearly all actives have a fitted effect of over 65% in size
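AREc32 cells carrying an ARE-driven firefly luciferase, 1000 cells/well in OPTI-MEM with 5% FBS, dosed after overnight attachment and incubated 24 hr at 37 deg C. Steady-Glo luminescence read after 30 min at RT.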
TGFb inhibitor = TGF-b pathway inhibition | AID 588855 | HepG2 CAGA-GFP TGF-b/SMAD3 reporter, GFP fluorescence, 18 h; TGF-beta stimulated, 500 pg/mL final | 410,000 compounds, 1.2% hits | Potency, µM (top dose mostly 46.1 µM), for inactives: at the top dose activity, negative = inhibition, usual class: inhibitors; also: potency is read from the fitted curve at half-maximal effect; % is scaled to controls: 0 for no effect and ±100 for the full control effect; nearly all actives have a fitted effect of over 65% in size
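TGF-beta reporter screen: HEPG2 CAGA-GFP, 1% FBS, 500 pg/mL TGF-beta final, 18 h; per-cell GFP summed per well; curves fitted and categorized by class.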
A549 viability = A549 cytotoxicity, counter-screen for Nrf2 inhibitors; A549 ARE-Fluc cells, CellTiter-Fluor viability, 18-24 h; Potency, µM (doses to about 46 µM), inactives show top-dose activity change, negative = cytotoxicity, actives largely listed as inhibitors; 390,000 compounds, 0.16% hits; also: potency is read from the fitted curve at half-maximal effect; % is scaled to controls: 0 for no effect and ±100 for the full control effect
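A549 ARE-Fluc cells in 5% FBS OPTI-MEM, 5000 cells/well, rested 2 h then exposed to compounds in concentration-response for 18-24 h at 37 °C. Viability by CellTiter-Fluor fluorescence (Ex 405/Em 525) after 30 min; luciferase luminescence (BugLite, 15 min, RT) read afterwards.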
Starred values were filed as active, the others as inactive; i = inactive; ? = inconclusive; . = not tested or not shown; [ ] = remark or other dose. Unless noted, calls follow the shape of the dose curve; as a rule, active = well fitted curve in the direction sought with a large enough effect; inconclusive = small, poorly fitted or top-dose-only effect, or another doubt; inactive = no such curve, though single readings can be large; an effect the other way counts as inactive or inconclusive.

Fields: EPAC2 antagonist | Nrf2 inh | EPAC2 ag | CCT modulator | Mm-Cpn inhibitor | pAkt inh | Nrf2 activator | TGFb inhibitor | A549 viability
COc1cccc(NC(=O)C2CCC(CNS(=O)(=O)c3cccc4cccnc34)CC2)c1 (stereo not given)
→ -4% | -4% | 10% | -2.1 | 1% | i | 0.1% | -5% | 1%
Cn1c(-c2ccc(F)cc2)cnc1SCC(=O)Nc1ccccc1N1CCOCC1
→ 2% | ? | -11% | -2.0 | -11% | i | 0.5% | 4% | -9%
COCCCn1c(=O)c2sccc2n(Cc2ccccc2C)c1=O
→ -3% | 4% | 6% | 0.9 | 2% | i | 0.2% | -9% | 4%
COC(=O)c1ccc(CNC(=O)c2cc(S(=O)(=O)NCc3ccccc3)ccc2C)cc1
→ -2% | . | 21% | -1.9 | . | i | -0.1% | -2% | .
Cc1cc(NC(=O)c2ccc(-c3ccccc3F)o2)no1
→ 9% | ? | -2% | -1.6 | -3% | i | 16% | 3% | 4%
CN(CC(=O)Nc1ccccc1Cl)C(=O)COC(=O)c1ccc(C(F)(F)F)cc1
→ -17% | 0% | 2% | -0.5 | 1% | i | -0.1% | -5% | 6%
CC[C@@H](C)[C@@H](C(=O)N1CCN(C(=O)OC(C)(C)C)CC1)n1cc(CCC(=O)O)nn1
→ 4% | -5% | 11% | -2.5 | 2% | i | -0.4% | -4% | -3%
COc1ccc(C(=O)NCc2cn3ccc(C)cc3n2)cc1
→ . | 5% | . | . | . | . | -0.2% | ? | 1%
O=C(NCCO)/C(=C\c1ccco1)NC(=O)c1ccco1
→ -1% | -19% | 5% | 2.8 | -2% | i | -0.8%[9.22 µM] | -7% | 7%
Cc1nn(-c2ccccc2)c2sc(C(=O)N3CCOCC3)cc12
→ 13% | ? | -1% | -0.4 | 1% | i | 5.1% | -28% | 4%
CCc1nnc(NC(=O)c2sc3nc4c(cc3c2N)CCCCC4)s1
→ 28% | ? | -13% | 3.3 | -6% | i | 4.4% | -1% | ?
CC(=O)c1ccc(NC(=O)Cn2nc(C(F)(F)F)c3c2CCC3)cc1
→ . | 1% | . | . | . | . | -0.6% | -1% | -3%
CNS(=O)(=O)c1ccc2c(c1)NC(=O)C1CCCN21 (stereo not given)
→ 1% | -10% | 7% | 1.3 | 0% | i | -0.1% | 8% | 10%
COC(=O)c1cc(NC(=O)Cn2ncc3c([nH]c4ccccc43)c2=O)cc(C(=O)OC)c1
→ . | 6% | . | . | . | . | -0.1% | -2% | 9%
C/C(=N\NC(=O)C1(C)CC1(Br)Br)c1cccc(NC(=O)c2ccc(C)o2)c1 (stereo not given)
→ -5% | ? | 2% | -1.3 | -3% | i | -1.2% | 1% | -19%
O=C(c1cc(-c2ccc(Br)cc2)on1)N1CCCC1
→ -7% | ? | 13% | -2.3 | -1% | i | -0.1% | 21% | 4%
CC(C)(C)c1nnc(N/N=C/c2ccccc2)n(N)c1=O
→ 6% | 1% | 4% | 0.3 | 1% | i | 0.1% | 9% | 9%
O=C(CSc1nc2ccsc2c(=O)n1-c1ccc(Br)cc1)NCc1ccc(Cl)cc1
→ . | ? | . | . | . | . | -0.8% | -2% | -5%
COc1ccc(C2C(CC(=O)O)=C(Nc3ccccc3)C(=O)N2c2ccccc2)cc1 (stereo not given)
→ 0% | 14% | 1% | -0.8 | 0% | i | 1.0% | -1% | -13%
CC(=O)Nc1ccc(NC(=O)COc2cc(C)cc3oc(=O)cc(C)c23)cc1
→ 11% | 8% | 0% | -0.4 | 1% | i | -0.1% | -1% | -1%
CCOc1ccc(CCNC(=O)C2CC(=O)N(Cc3ccc(C)cc3)C2)cc1OCC (stereo not given)
→ 5% | 5% | 7% | 0.7 | 1% | i | 0.5% | -14% | -5%
Cc1ccc(NC(=O)CSc2nnc(CCC(=O)O)c(=O)[nH]2)cc1
→ 1% | 3% | 1% | -1.3 | -1% | i | 0.4% | 4% | 0%
CC1CCCCC1NC(=O)Cn1c(CN2CCCCC2)nc2ccccc2c1=O (stereo not given)
→ -7% | 11% | -7% | -1.2 | 1% | i | 0.5% | -1% | 8%
CCc1c(C)sc(NC(=O)c2ccco2)c1C(=O)N1CCOCC1
→ -8% | . | -5% | 0.1 | 4% | i | -0.2% | 6% | 24%
OCCN1CCN(CC/C=C2/c3ccccc3Sc3ccc(Cl)cc32)CC1
→ -21% | 1% | 0% | -2.6 | -1% | i | 12% | ? | -10%
COC(C(=O)N/N=C(\C)CC(=O)Nc1ccc(Cl)cc1C)c1ccccc1 (stereo not given)
→ 3% | -16% | -7% | -1.5 | 1% | i | 3.1% | -1% | -9%
Cc1c(NC(=O)c2cccc(NC(=O)COc3cccc(Br)c3)c2)c(=O)n(-c2ccccc2)n1C
→ 1% | ? | 5% | 1.2 | 3% | i | 1.5% | 0% | -5%
Cc1ccc(C2(C)NC(=O)N(CC(=O)NCCN3C(=O)S/C(=C\c4cccnc4)C3=O)C2=O)cc1 (stereo not given)
→ 13% | . | 7% | 0.5 | . | i | 4.1% | -4% | ?
COc1ccc(NC(=O)COC(=O)CCCN2C(=O)c3ccccc3C2=O)cc1Cl
→ -6% | -8% | 3% | -5.1 | 0% | i | -0.2% | 4% | -8%
O=C(NCC1CCCO1)c1ccc(CS(=O)(=O)Cc2ccc(F)cc2)o1 (stereo not given)
→ -1% | -16% | 7% | -0.7 | -1% | i | 3.4% | -3% | -12%

Copied from the list:
Mm-Cpn inhibitor result of `O=C(c1cc(-c2ccc(Br)cc2)on1)N1CCCC1` reads -1%
Nrf2 activator result of `O=C(NCC1CCCO1)c1ccc(CS(=O)(=O)Cc2ccc(F)cc2)o1` (stereo not given) reads 3.4%
A549 viability result of `O=C(CSc1nc2ccsc2c(=O)n1-c1ccc(Br)cc1)NCc1ccc(Cl)cc1` reads -5%

The main list resumes; the 2 compounds before the break are reprinted first.
Fields: EPAC2 antagonist | Nrf2 inh | EPAC2 ag | CCT modulator | Mm-Cpn inhibitor | pAkt inh | Nrf2 activator | TGFb inhibitor | A549 viability
COc1ccc(NC(=O)COC(=O)CCCN2C(=O)c3ccccc3C2=O)cc1Cl
→ -6% | -8% | 3% | -5.1 | 0% | i | -0.2% | 4% | -8%
O=C(NCC1CCCO1)c1ccc(CS(=O)(=O)Cc2ccc(F)cc2)o1 (stereo not given)
→ -1% | -16% | 7% | -0.7 | -1% | i | 3.4% | -3% | -12%
CCc1cccc(CC)c1NC(=O)c1ccccc1
→ 6% | 4% | 2% | 2.1 | 0% | i | -0.3% | -4% | -7%
CC(=O)c1ccc(S(=O)(=O)Nc2ccc(N3CCOCC3)cc2)cc1
→ 0% | -1% | 3% | -1.8 | -2% | i | 0.3% | 5% | -8%
CCCCSc1nc(N)c(NC(=O)c2ccco2)c(=O)[nH]1
→ 3% | -10% | 9% | 1.8 | 1% | i | -1.0% | 3% | 3%
CCN1CCN(C(c2ccc(OC)c(OC)c2)c2nnnn2C(C)(C)C)CC1 (stereo not given)
→ 12% | ? | 1% | 0.6 | -3% | i | 0.1% | ? | 2%
COC(=O)c1ccccc1NC(=O)c1cc(CN2CCCC2)on1
→ . | 3% | . | . | . | . | 2.5% | 11% | 8%
CCC(Cc1ccccc1)NC(=O)CCS(=O)(=O)c1cc2c(cc1Cl)NC(=O)CO2 (stereo not given)
→ . | -11% | . | . | . | . | -1.0% | 19% | 0%
CC(C)(C)S(=O)(=O)c1cnc2c(-c3ccc(Cl)cc3)cnn2c1N
→ -1% | 20% | -1% | -0.4 | -9% | i | -0.9% | 26% | -3%
CC(=O)c1ccccc1NC(=O)COC(=O)c1ccccc1NC(=O)c1ccccc1
→ -2% | 0% | 3% | -4.6 | -3% | i | 2.5%[9.22 µM] | ? | -1%
COc1ccc(CCNC(=O)C(=O)NCC2OCCN2S(=O)(=O)c2ccc(OC)cc2)cc1 (stereo not given)
→ 6% | ? | 5% | -0.8 | -1% | i | -0.5% | -4% | 2%
C[C@@H]1CN([C@@H](C)CO)C(=O)CCCn2nncc2CO[C@@H]1CN(C)C(=O)Nc1ccc(-c2cccs2)cc1
→ 5% | . | -3% | -1.9 | . | i | 2.9% | -3% | .
Cc1cccc2[nH]c(SCC(=O)N3CCOCC3)nc12
→ 4% | ? | 0% | -0.7 | 0% | i | -0.8% | 7% | 3%
Cc1cccc(C)c1Cn1c(C)c(C(=O)NCCC#N)sc1=O
→ 3% | . | -1% | -1.3 | . | i | 0.5% | -5% | .
CCn1nnnc1NCc1cccn1C
→ 1% | 3% | 4% | -4.3 | -19% | i | 0.3% | -14% | -4%
CN(CC(=O)Nc1c(Cl)cccc1Cl)C(=O)Cn1[nH]c(=O)c2ccccc2c1=O
→ 4% | ? | 8% | -2.7 | 0% | i | -0.1% | 5% | 1%
CC(NC(=O)COc1cccnc1[N+](=O)[O-])c1ccc(F)cc1 (stereo not given)
→ 3% | -5% | -6% | 0.9 | -1% | i | 0.0% | -1% | 4%
CS(=O)(=O)Nc1ccc(-c2cc(/C=C3\SC(N)=NC3=O)c[nH]c2=O)cc1
→ 9% | -3% | 6% | -12 | -1% | i | -1.1% | ? | -5%
COc1ccc(NS(=O)(=O)c2cc3c4c(c2)CCN4C(=O)CC3)c(OC)c1
→ 21% | -11% | 9% | 1.5 | 2% | i | 0.4% | -17% | 2%

A portion of the library; the hit share may differ from the screen's.
